PMI act satM6P = human PMI activators, high substrate, primary screen, biochemical, fluorescence intensity, near-saturating mannose 6-phosphate | Mannose-6-phosphate isomerase (Homo sapiens), P34949 | coupled PMI enzyme assay, resazurin fluorescence, 20 min; hits give high values; 1 = untreated enzyme, 0 = substrate-free blank | activation factor at 20 µM | 190,000 compounds, 0.34% hits | AID 1216, 2008;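 active = activation factor of 2 or more at 20 µM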
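test system = human PMI in coupled enzyme assay | medium = HEPES-buffered pH 7.4 with magnesium and detergent | also added = 1.0 mM mannose-6-phosphate substrate with 0.22 mM NADP+ | compound = 20 µM single dose | times = 20 min incubation at room temperature | measured by = resorufin fluorescence (Ex 544/Em 590 nm) from resazurin via diaphorase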
G6PDH CS = L. mesenteroides G6PDH inhibitors, counter-screen for G6PDH-coupled screening assays, biochemical, Leuconostoc mesenteroides enzyme; inhibition, % at 5 µM; 200,000 compounds, 0.12% hits; glucose-6-phosphate dehydrogenase [Leuconostoc mesenteroides]; Purified L. mesenteroides G6PDH, diaphorase/resazurin coupled fluorescence, 45 min; in the data active = inhibition above about 50%
Diaph act CS = compounds boosting diaphorase resazurin reduction – biochemical, uHTS, resorufin fluorescence, counter-screen for diaphorase-coupled primary assays, primary screen; 190,000 compounds, 0.005% hits; activation factor at 20 µM; Diaphorase/resazurin coupled assay, 16 min; hits give high values; 1 = vehicle wells, 0 = NADH-free wells; AID 1229, 2008;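 active = diaphorase activity raised at least twofold by the compound at 20 µM; inactive = activation factor below 2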
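Material: purified diaphorase enzyme from Clostridium kluyveri; Also added: 0.114 mM NADH and 0.1 mM resazurin, final amounts; Doses: single compound dose of 20 µM, 1% DMSO final; Times: 16 min enzyme reaction, ambient temperature; Detection: resorufin fluorescence, excitation 544 nm, emission 590 nm; Measure: increased resorufin signal from activators or reducing compounds.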
Diaphorase inh = diaphorase inhibitors and chemical oxidizers, primary screen, counter-screen for diaphorase-coupled primary assays, biochemical, uHTS, resorufin fluorescence. diaphorase resazurin-to-resorufin fluorescence, NADH, 16 min; bacterial (C. kluyveri) enzyme, not human. inhibition, % at 20 µM. 190,000 compounds, 0.69% hits. AID 1217, 2008;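 active = primary screen inhibition at 20 µM above a set limit, cut at about 50% in these data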;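 also: plate controls were DMSO with full reaction for no effect and wells lacking NADH for full effect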
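material = Clostridium kluyveri diaphorase enzyme | amount = 0.14 U/mL diaphorase, enzyme working solution | schedule = incubation 16 min, room temperature | detection = fluorescence of resorufin formed from resazurin, Ex 544/Em 590 nm | benchmarks = positive control minus NADH, DMSO neutral control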
Efa HMGR inh = inhibitors of E. faecalis class II HMGR, primary screen, biochemical, Enterococcus faecalis. HMG-CoA reductase (Enterococcus faecalis, mvaE). purified E. faecalis HMGR, NADPH absorbance 340 nm kinetic. inhibition, % at 10 µM. 190,000 compounds, 0.41% hits;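 active = inhibition above a set limit, the median over all tested compounds plus 3 SD, cut at about 9.5% in these data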;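 also: enzyme runs in reverse so mevalonate oxidation gives rising NADPH absorbance; 0% = complete reaction with DMSO and 100% = background rate lacking mevalonate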
TNAP act hi DEA = TNAP activators at high phosphate acceptor level, primary screen, biochemical, luminescence, uHTS; purified TNAP, CDP-star luminescence, 1 M DEA, 30 min; hits give high values; 0 = EDTA background, 1 = DMSO-only activity; AID 1136, 2008; activation factor at 20 µM; Alkaline phosphatase, tissue-nonspecific isozyme (Homo sapiens), P05186; 200,000 tested, under 10 active;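 active = activation factor at least 2 at 20 µM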
Target sequence (P05186 whole entry, looked up): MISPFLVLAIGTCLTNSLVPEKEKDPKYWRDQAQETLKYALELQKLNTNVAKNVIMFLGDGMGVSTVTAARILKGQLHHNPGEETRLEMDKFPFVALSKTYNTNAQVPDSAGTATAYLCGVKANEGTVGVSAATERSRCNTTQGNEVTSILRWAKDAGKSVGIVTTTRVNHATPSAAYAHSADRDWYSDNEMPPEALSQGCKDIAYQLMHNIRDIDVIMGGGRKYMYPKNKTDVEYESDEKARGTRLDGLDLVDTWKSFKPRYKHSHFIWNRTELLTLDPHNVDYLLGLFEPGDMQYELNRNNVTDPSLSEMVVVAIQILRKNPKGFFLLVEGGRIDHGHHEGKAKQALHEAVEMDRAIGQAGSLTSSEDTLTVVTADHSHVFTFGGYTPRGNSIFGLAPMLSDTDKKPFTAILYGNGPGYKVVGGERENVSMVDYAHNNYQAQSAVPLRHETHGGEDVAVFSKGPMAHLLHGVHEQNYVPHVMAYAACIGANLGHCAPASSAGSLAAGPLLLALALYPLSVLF
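Assay system: human TNAP; Input: enzyme diluted 1/800 final; Reagent: CDP-star luminogenic substrate at 100 µM final; Timing: 30 min, room temperature; Signal: luminescence; Evaluation: TNAP activation factor scaled between EDTA and DMSO control wells.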
FLuc act counter = FLuc activators, initial screening, artefact control for FLuc-dependent activation tests, biochemical, ATPlite luminescence; Luciferin 4-monooxygenase (Photinus pyralis), P08659; ATPlite luciferase biochemical, 10 min; 0 = ATP-free wells, 1 = DMSO control; activation factor at 10 µM; 200,000 tested, under 10 active;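 active = luciferase activation factor, scaled between plate controls, of at least 2 with compound at 10 µM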
Target sequence (P08659 whole entry, looked up): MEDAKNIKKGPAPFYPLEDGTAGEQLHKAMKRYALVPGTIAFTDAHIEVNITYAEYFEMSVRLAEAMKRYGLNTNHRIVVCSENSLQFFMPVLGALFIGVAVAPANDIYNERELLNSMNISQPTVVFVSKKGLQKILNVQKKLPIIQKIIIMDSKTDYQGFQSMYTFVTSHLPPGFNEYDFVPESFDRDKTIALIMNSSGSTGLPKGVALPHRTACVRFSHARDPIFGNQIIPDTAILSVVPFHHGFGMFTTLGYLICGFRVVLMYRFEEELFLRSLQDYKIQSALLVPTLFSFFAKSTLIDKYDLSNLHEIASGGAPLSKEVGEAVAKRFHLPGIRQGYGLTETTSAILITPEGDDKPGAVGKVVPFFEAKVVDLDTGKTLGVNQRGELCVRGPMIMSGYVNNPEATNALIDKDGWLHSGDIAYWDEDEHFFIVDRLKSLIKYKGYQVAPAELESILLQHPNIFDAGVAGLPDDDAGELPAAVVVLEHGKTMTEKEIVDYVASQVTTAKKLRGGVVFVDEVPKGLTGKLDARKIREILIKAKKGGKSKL
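System: Luciferase/luciferin detection reagent, cell-free biochemical luciferase assay | Medium: PBS buffer for ATP | Dosing: Test compounds dosed from 2 mM stocks in 100% DMSO | Timing: 10 min at ambient temperature | Signal: Luminescence measurement of luciferase light output | Evaluation: Luciferase activation, seen as luminescence increase over controls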
TNAP inh hiacc = human TNAP enzyme inhibitors, primary screen, biochemical, luminescent, high phosphate acceptor level, uHTS; Alkaline phosphatase, tissue-nonspecific isozyme (Homo sapiens), P05186; purified TNAP, CDP-star luminescence, 1 M DEA; inhibition, % at 20 µM; 200,000 compounds, 0.03% hits;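 active = over 50% inhibition of tissue-nonspecific alkaline phosphatase at 20 µM in the single-dose screen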;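 also: plate controls were DMSO wells for no effect and EDTA-quenched wells as full inhibition for full effect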
PMI activator = activators of human PMI, primary screen, biochemical, fluorescence intensity, near-Km mannose 6-phosphate. Mannose-6-phosphate isomerase (Homo sapiens), P34949. purified human PMI, coupled resazurin fluorescence, 20 min; hits give high values; 1 = vehicle control, 0 substrate-free wells. activation factor at 20 µM. 190,000 compounds, 0.005% hits;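 active = activation factor of 2 or more at 20 µM, relative to plate controls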
TNAP inh no acc = human TNAP enzyme inhibitors, primary screen, biochemical, luminescent, no phosphate acceptor, uHTS. purified TNAP, CDP-star luminescence, 30 min. 200,000 compounds, 0.26% hits. AID 1012, 2008. inhibition, % at 20 µM;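 active = tissue-nonspecific alkaline phosphatase inhibition above about 50% at 20 µM in the single-dose screen, limit read from the data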;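 also: 0% = DMSO negative control and 100% = EDTA positive control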
Starred values were filed as active, the others as inactive; · = not tested or not shown. Not a hit list; any-hit rate near 1.7%.

The first four records as a preview:
SMILES	PMI act satM6P	G6PDH CS	Diaph act CS	Diaphorase inh	Efa HMGR inh	TNAP act hi DEA	FLuc act counter	TNAP inh hiacc	PMI activator	TNAP inh no acc
Cc1cccc(/C=N/NC(=O)CN2CCCCCCC2)c1	1	-11	0.9	6	-1	1	1	1	1	-11
CC1CC(CC(=O)NNc2nc(-c3ccccc3)cs2)C(=O)O1 (configuration not stated)	1.1	4	1.1	-7	-2	1	1	-1	1	-70
N#CC1=C(N)n2c(s/c(=C\c3ccco3)c2=O)=C(C#N)C1c1ccco1 (configuration not stated)	1.4	2	0.6	41	-1	1	1	4	1.1	-1
COc1ccc(Cl)cc1NC(=O)CN(C)C(C)C(=O)NCC1CCCCC1 (configuration not stated)	0.9	2	0.8	19	-6	1.1	1.1	-6	0.9	0

Results (from the top)
SMILES	PMI act satM6P	G6PDH CS	Diaph act CS	Diaphorase inh	Efa HMGR inh	TNAP act hi DEA	FLuc act counter	TNAP inh hiacc	PMI activator	TNAP inh no acc
Cc1cccc(/C=N/NC(=O)CN2CCCCCCC2)c1	1	-11	0.9	6	-1	1	1	1	1	-11
CC1CC(CC(=O)NNc2nc(-c3ccccc3)cs2)C(=O)O1 (configuration not stated)	1.1	4	1.1	-7	-2	1	1	-1	1	-70
N#CC1=C(N)n2c(s/c(=C\c3ccco3)c2=O)=C(C#N)C1c1ccco1 (configuration not stated)	1.4	2	0.6	41	-1	1	1	4	1.1	-1
COc1ccc(Cl)cc1NC(=O)CN(C)C(C)C(=O)NCC1CCCCC1 (configuration not stated)	0.9	2	0.8	19	-6	1.1	1.1	-6	0.9	0
COc1ccc(-c2csc(NC(=O)C3CC(=O)N(c4ccc5c(c4)OCCO5)C3)n2)cc1 (configuration not stated)	1	-18	0.9	8	-6	1	1	-5	0.9	-14
CN1CCN(C(=O)c2ccc3c(=O)n(Cc4ccco4)c(=S)[nH]c3c2)CC1	1	12	0.8	21	-2	1.1	1.1	-7	1.1	17
COC(=O)c1ccc(CSc2nc(C(F)(F)F)c3c(c2C#N)CCC3)o1	1	8	0.9	15	1	1	1	-3	1.1	0
Nc1c2c(nc3ccc(Br)cc13)N(Cc1ccccc1)CC2	1	2	0.7	31	-5	0.9	1	5	0.9	-16
CC(=O)c1cnc2cc(-c3ccc(Cl)cc3)nn2c1C	1	7	0.9	12	-5	1	0.9	-3	1	4
O=C(O)CCCNS(=O)(=O)c1ccc(NCc2ccccc2)c(C(=O)O)c1	1	-1	0.9	14	-5	1	1	0	0.9	-8
Cc1cc(C)c(C#N)c(SCC2COc3ccccc3O2)n1 (configuration not stated)	1	13	0.9	12	-6	1	1	-1	0.9	-5
Nc1ccc(-c2ccc(N)cc2C(F)(F)F)c(C(F)(F)F)c1	0.8	-11	0.8	23	-10	1	1	0	0.8	-4
CCN(C(=O)COC(=O)c1cccc(-n2cnnn2)c1)C1CCCCC1	1	2	0.8	15	1	1	1	0	1.1	-7
COc1cc2c(cc1OC)C(c1cccnc1)CC(=O)N2 (configuration not stated)	1	-14	0.9	5	1	1	1	-3	1	6
NC(=O)c1ccccc1NC(=O)CCCN1C(=O)CCC1=O	0.9	-10	0.9	7	0	1	1	4	0.9	-11
O=C(COc1ccccc1[N+](=O)[O-])NC1CC1	1	3	0.9	8	-9	1.1	1.1	-6	1	-3
CCOc1cccc2cc(-c3cn4cc(C)ccc4n3)c(=O)oc12	1	6	1	-1	-1	1	0.3	-2	1.1	-16
Cn1c(=O)c2c(ncn2CC(O)CO)n(C)c1=O (configuration not stated)	0.9	16	0.9	9	-1	1	1	3	1	-2
Cc1nc(SCC(=O)N2CCN(c3ccccc3)CC2)c2oc3ccccc3c2n1	0.9	13	0.8	24	-2	1.1	1	-5	1	-9
COC(=O)/C=C1\NCCSC1=O	1	-6	0.8	15	-2	1.1	1.1	-8	1	-16

3 compounds out of the list, arranged by number of heavy atoms, rising.
SMILES	PMI act satM6P	G6PDH CS	Diaph act CS	Diaphorase inh	Efa HMGR inh	TNAP act hi DEA	FLuc act counter	TNAP inh hiacc	PMI activator	TNAP inh no acc
Nc1c2c(nc3ccc(Br)cc13)N(Cc1ccccc1)CC2	1	2	0.7	31	-5	0.9	1	5	0.9	-16
CCOc1cccc2cc(-c3cn4cc(C)ccc4n3)c(=O)oc12	1	6	1	-1	-1	1	0.3	-2	1.1	-16
O=C(O)CCCNS(=O)(=O)c1ccc(NCc2ccccc2)c(C(=O)O)c1	1	-1	0.9	14	-5	1	1	0	0.9	-8

Additional compounds
SMILES	PMI act satM6P	G6PDH CS	Diaph act CS	Diaphorase inh	Efa HMGR inh	TNAP act hi DEA	FLuc act counter	TNAP inh hiacc	PMI activator	TNAP inh no acc
CCCNCc1cc(Br)ccc1OCC(=O)NCCc1ccccc1	1	1	0.9	10	-7	1	1	-2	1	-21
C1=C(c2ccccc2)Nc2nnnn2C1	1	13	1	1	-3	1	1	-1	0.9	-6
O=C(OCc1c(Cl)nc2sccn12)c1cc2c(s1)CCCC2	0.9	3	0.9	8	-9	1.1	1	-6	0.9	-9
CCCCn1nc2cc(C(=O)NCC34CC5CC(CC(C5)C3)C4)ccc2c1OC	0.9	-1	0.8	23	2	1	1.1	-5	0.9	-10
COc1cccc(NC(=O)c2cccc(C)c2[N+](=O)[O-])c1	1	1	1	4	-5	1	0.9	0	1	-4
Cc1cc(C)cc(NC(=O)N2CCC(NC(=O)c3ccc(F)cc3)CC2)c1	1	-1	0.9	12	-3	1.1	1	-6	0.9	-15
Cc1c(C(=O)NCC2CCCO2)sc2nc(-c3ccc(F)cc3)cn12 (configuration not stated)	0.9	-17	0.8	20	5	1	1	-3	0.9	-11
O=C(CN1C(=O)c2cccc3cccc1c23)Nc1ccc(S(=O)(=O)Nc2nccs2)cc1	0.9	7	0.8	23	-8	1	1.1	-3	0.8	-6
CN1CCN(C(=O)/C(=C\c2cccc([N+](=O)[O-])c2)NC(=O)c2cccs2)CC1	1	3	0.9	11	-4	1.1	1.1	-7	1	-12
N=c1n(CC(=O)O)c2ccccc2n1Cc1ccccc1Cl	1.3	14	1	0	-2	1	1.1	-5	1.2	2
O=C(NNS(=O)(=O)c1ccc(C(=O)NC2CCCC2)cc1)c1ccncc1	1.1	10	1	-3	0	1	1.1	-4	1.1	-6
CC(C)Oc1ccc(C(=O)N(Cc2ccco2)C2CCS(=O)(=O)C2)cc1 (configuration not stated)	0.9	0	0.9	11	-7	1	1	-1	1	-6
Cc1ccc(C(=O)COC(=O)C2C3C=CC(C3)C2C(=O)OCC(=O)c2ccc(C)c(C)c2)cc1C (configuration not stated)	1	7	0.9	9	2	1	1	1	0.9	-5
O=C1/C(=C\c2ccc(O)cc2)SC(=S)N1c1cccnc1	1	4	0.8	23	3	0.7	1	26	1	40
COCCCNC(CC(=O)Nc1ccc(OC)cc1OC)C(=O)O (configuration not stated)	0.9	14	0.9	7	-5	1	1.1	-2	1	-10
O=C(Nc1ccncc1)Nc1ccccn1	1	0	0.9	8	-2	1.1	1	-6	0.9	-12
CCOC(=O)c1c(C)n(-c2ccc(C)cc2)c2ccc(O)c(CN(C)C)c12	0.9	17	1.1	-14	1	1.1	1	-6	0.9	-8
Nc1ccccc1-c1n[nH]c(=S)s1	1.6	-2	0.7	30	2	1.1	1	-6	1.4	-8
Cc1ccc(S(=O)(=O)NN2C(=O)/C(=C/c3cccn3C)SC2=S)cc1	1	1	0.8	22	-1	0.7	1.1	29	1	24
Cn1c(Oc2ccc3c(c2)OCO3)nc2c1c(=O)n(Cc1ccccc1)c(=O)n2C	0.9	3	0.8	16	·	1	1	0	0.9	-6
COC(=O)Cc1[nH]nc2c1C1(C(=O)N(Cc3ccccc3)c3ccccc31)C(C#N)=C(N)O2 (configuration not stated)	1	15	0.9	8	2	1	1.2	-3	1	0
COc1ccc(N2C(=O)CC(Sc3n[nH]c(-c4ccc(C)cc4)n3)C2=O)cc1 (configuration not stated)	1.5	3	0.8	16	-2	1.1	0.9	-6	1	44
O=C(CN1CCC(n2nnc3cc(F)ccc32)CC1)NCCc1nc2ccccc2[nH]1	0.9	2	0.9	13	2	1.1	1.1	-7	1	1
O=C(N/N=C/c1ccccc1OCc1ccccc1)c1cccnc1	0.9	10	0.9	14	1	1	0.6	-1	1	-15
COc1ccc(N(CC(=O)O)S(=O)(=O)c2ccc(C)cc2)cc1Cl	1	17	1	-5	-2	1	1	0	1	-3
CN(Cc1ccccc1NC(=O)c1ccc(S(=O)(=O)N(C)C)cc1)C1CCCCC1	1	0	0.9	7	-2	1	1.1	-3	1	0
O=c1[nH]c(/C=C/c2ccc(OC(F)F)cc2)nc2c1cnn2-c1ccccc1	1	7	1	1	-5	1.1	1.1	-8	1	-11
CCOc1ccc(-c2nc(-c3ccc(OC)c(OC)c3)no2)cc1OCC	1	-28	1	5	-4	1	1.1	-3	0.9	-12
CN(CC(=O)Nc1ccc(N2CCOCC2)cc1)CC(=O)Nc1ccccc1C#N	1	10	1	-1	5	1	0.9	-3	1	50*
Cc1cccc(Nc2nc3c(S(=O)(=O)c4ccccc4)nnn3c3ccccc23)c1C	1	5	0.9	12	-7	1.1	1.1	-7	1.1	-4
O=C(NCCCCO)C(F)(F)C(F)(F)C(F)(F)C(=O)NCCCCO	0.9	0	0.8	18	-2	1.1	1.1	-6	1	4
Cn1c(CN2CCCC2)nc2cc(NC(=O)C3CCCCC3)ccc21	1	12	1	2	-2	1	1.1	-4	1.1	3
CC1(C)Cc2nc(Cl)c(C#N)cc2CO1	0.9	-1	1	2	0	1	1	3	1	-3
O=C(COc1nsnc1N1CCOCC1)N1CCOCC1	1.1	4	1.1	-14	-3	1.1	1.1	-6	1.2	1
